# Screening data: PubChem BioAssay, National Center for Advancing Translational Sciences (NCATS)
# ALOX12 inh: Primary qHTS assay for inhibitors of human arachidonate 12S-lipoxygenase (ALOX12): Round 2; Polyunsaturated fatty acid lipoxygenase ALOX12 (Homo sapiens), P18054; purified 12hLO, xylenol orange hydroperoxide absorbance; Potency, µM (highest dose often 108 µM), for inactives: at the highest dose activity change, negative = inhibition, most hits filed as inhibitors; hit rate 1.1% among 580,000; active = well fitted inhibition curve with a large enough effect; inconclusive = small, poorly fitted or top-dose-only effect, or another doubt; inactive = no such curve, though single readings can be large or run the other way
# Target sequence (P18054 whole entry, looked up): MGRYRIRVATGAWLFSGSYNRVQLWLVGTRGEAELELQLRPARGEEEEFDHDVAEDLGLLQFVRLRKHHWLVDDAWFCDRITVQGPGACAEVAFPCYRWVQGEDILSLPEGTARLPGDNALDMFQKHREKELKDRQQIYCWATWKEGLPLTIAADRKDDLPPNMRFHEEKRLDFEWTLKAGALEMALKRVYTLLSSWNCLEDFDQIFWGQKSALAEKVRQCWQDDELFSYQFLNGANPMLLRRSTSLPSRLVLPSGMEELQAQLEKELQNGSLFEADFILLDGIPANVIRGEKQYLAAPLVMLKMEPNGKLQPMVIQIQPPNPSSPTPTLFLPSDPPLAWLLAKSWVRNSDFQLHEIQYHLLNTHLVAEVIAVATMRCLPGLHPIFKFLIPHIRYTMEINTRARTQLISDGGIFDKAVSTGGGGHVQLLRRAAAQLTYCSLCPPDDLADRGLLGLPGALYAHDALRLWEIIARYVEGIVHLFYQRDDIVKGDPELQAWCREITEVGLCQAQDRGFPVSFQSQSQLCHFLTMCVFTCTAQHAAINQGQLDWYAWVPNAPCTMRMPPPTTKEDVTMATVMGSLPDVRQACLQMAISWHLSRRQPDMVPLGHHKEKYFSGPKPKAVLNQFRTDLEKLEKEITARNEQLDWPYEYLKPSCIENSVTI
#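 Hydroperoxide product was detected by ferrous iron/xylenol orange as the 573 to 405 nm absorbance ratio. Arachidonic acid at 40 uM (final) was turned over for 30 min at room temperature by 150 nM human 12hLO, pH 7.0 Hepes buffer, after 15 min compound preincubation.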
# * marks the source's active call; other numbers are inactive results; ? = inconclusive; [ ] = remark or other dose. % is set by controls: 0 for no effect and ±100 for the full control effect; potency is the fitted concentration of half-maximal effect.
ALOX12 inh | compound
-5% | O=C(c1cccnc1CCC1COc2ccccc2O1)N1CCCC1 (configuration not stated)
64%[activator] | COCCNC(=O)N1CCCC(c2noc(COc3ccccc3)n2)C1 (configuration not stated)
23% | COc1ccc(C2Cn3nnc(C(=O)N4CCN(C(=O)c5cccc(F)c5)CC4)c3CO2)cc1 (configuration not stated)
? | CC(C)C(=O)N[C@H]1C[C@@H](Cc2cc(COc3ccccc3)on2)C1(C)C
9%[6.33 µM] | Cn1cccc1CN1CCC2(CC1)CNC(=O)c1ccccc1O2
? | COc1ccccc1-c1cncnc1NCc1cccs1
22% | Cc1cc(CNC(=O)C(C)Cn2nc(C)nc2C)c2[nH]c(-c3ccccc3)c(C)c2c1 (configuration not stated)
? | Cc1ccc(C(=O)NCC(C)(C)CNC(=O)c2ccc(C)c(C)c2)cc1C
3% | COc1ccc(N2C(=O)[C@@H]3C[C@H]2CN3Cc2ccc3nccnc3c2)cc1Cl
10% | O=C(N1CCN([S+](=O)([O-])c2ccccc2)CC1)N1CC2CC(C1)[C@H]1CCCC(=O)N1C2 (some centres not stated)
? | Cc1ccc(-c2c3c(nc4sc5c(c24)CCCC5)CC(C)(C)CC3=O)cc1
7% | COCCN1C(=O)CC[C@]2(C(=O)NCc3cccc(C)c3)CCCC[C@@H]12
-17% | COc1ccc(CNC(=O)C[C@@H]2CCNC[C@@H]2Cc2cc(-c3ccc(F)cc3)on2)cc1
47%[activator] | Cc1occc1C(=O)N1C[C@@H](CO)[C@H](c2ccccn2)C1
-102% | Cc1ccsc1C=Nc1ccc(Nc2ccccc2)cc1
-28% | O=C(NC1CC1)C(Sc1c(Cl)cccc1Cl)c1ccccc1 (configuration not stated)
-4% | O=C(/C=C/c1ccccc1Cl)N[C@@H]1C[C@H]2CC[C@@H]1C2
11% | CC(NC(=O)c1n[nH]c(=O)c2ccccc12)c1ccc(F)cc1F (configuration not stated)
39%[activator] | CCC1(O)CCC12CCN(C(=O)CC1CCCC1)CC2 (configuration not stated)
? | CCNc1ncc2nc(-c3cc(F)cc(F)c3)c(=O)n(-c3ccccc3)c2n1
1% | CCn1cc(S(=O)(=O)N2CCCCC2c2nc(C3CC3)n[nH]2)cn1 (configuration not stated)
? | COc1ccc(S(=O)(=O)Oc2ccc3c(c2)O/C(=C\c2ccc(C(C)C)cc2)C3=O)cc1
1% | CCOc1ccc(S(=O)(=O)NCCc2sc(-c3ccc(OC)cc3)nc2C)cc1
0% | Cc1ccc(-n2nc(-c3noc(C(=O)NCc4ccc(C)o4)n3)c(=O)n(C)c2=O)cc1
27% | Cc1cc(O)c2c(CN3CCN(C(c4ccccc4)c4ccccc4)CC3)cc(=O)oc2c1
-29% | O=S1(=O)CC(N2CCN(Cc3ccccc3F)CC2)CN1Cc1cn(Cc2cccc(Cl)c2)nn1 (configuration not stated)
-1%[57.4 µM] | CC(=O)N1CCC2(CCN(Cc3ccccc3)CC2)CC1
-13%[176 µM] | COC(=O)[C@H](NC(=O)[C@@]1(O)C[C@@H](O)[C@H](O)[C@@H](NC(=O)Nc2ccc(C)cc2)C1)C(C)C
? | CC1CCCN(CCNC2CCCC2)C1 (configuration not stated)
6% | O=C(NC1CCCC1)C1CCN(c2ncnc3nc[nH]c23)CC1
12% | Cc1cc(S(=O)(=O)N2CCC(Oc3ccc(C(N)=O)cn3)CC2)ccc1Cl
3% | O=C(CCc1conc1-c1cccc(F)c1)NCc1ccc(Cl)cc1
3% | CCC(c1cccs1)N1C(=O)[C@H]2CN(S(=O)(=O)c3ccc(F)cc3F)C[C@H]2C1=O (some centres not stated)
0% | COc1ccc(C(=O)C[C@@H]2OC[C@H](C(C)C)N2S(=O)(=O)c2ccc(C)cc2)cc1OC
41%[activator][176 µM] | CN1[C@@H](CCC(=O)NCc2cccs2)CNC(=O)[C@@H]2[C@H]1CCN2CC(C)(C)C
? | Cc1ccc(C)c(S(=O)(=O)N2CCN(Cc3cccc4cccnc34)CC2)c1
15% | Cc1occc1C(=O)N1C[C@@H](COc2ccccc2)[C@H](C(N)=O)C1
? | CCCCC1Cc2[nH]c(=S)[nH]c(=O)c2C(c2ccc3ccccc3c2)O1 (configuration not stated)
38%[activator] | Cc1ccc(C(=O)NC2CCN(c3cc(-c4ccc(F)cc4)[nH]n3)CC2)cc1
11% | CC(=O)c1ccc(NS(=O)(=O)c2ccc(-c3ccc(C)cc3)cc2)cc1
20% | COCCc1noc(-c2ccccc2OC2CN(C(=O)c3cnc(C)cn3)C2)n1
0% | CC1Oc2ccc(NC(=O)c3ccc(Cl)cc3)cc2CN(C(C)C)C1=O (configuration not stated)
3%[6.33 µM] | Cn1nc(C2CCNC2)c2c(C(=O)N3CCOCC3)cc(C3CC3)nc21 (configuration not stated)
? | CN(C)CCCNc1nc(-c2ccco2)c2c(c1C#N)CCCC2
110%[activator] | Cc1nc(CNC(=O)CC2C(=O)NCCN2Cc2ccccn2)n[nH]1 (configuration not stated)
-6% | Cc1ccc(CNC(=O)NCCNc2ncccn2)cc1
43%[activator] | Cc1nn(C)c(C)c1S(=O)(=O)N1CCCC(Cn2c(C3CC3)nc3cccnc32)C1 (configuration not stated)
5% | CCNC(=O)Nc1ccc(OCC(=O)NCc2cccs2)nc1
26% | COc1ccc2c(=O)n(CC(=O)N(C)CCc3cnn(C)c3)ccc2c1OC
-1% | CN(CC(=O)Nc1cccc(F)c1)C(=O)CCc1ncc(-c2ccccc2F)o1
? | COCCOC(=O)/C(C#N)=C\c1cc(Cl)c(O)c(OC)c1
2% | CCc1noc(-c2cn(C3CCN(C(=O)c4cccc(F)c4)C3)nn2)n1 (configuration not stated)
3% | O=c1[nH]nc2n1CCC(NS(=O)(=O)c1cccc3cccnc13)CC2 (configuration not stated)
18% | CN(CC(=O)Nc1ccccc1OC(F)(F)F)S(=O)(=O)c1ccc(F)cc1
75%[activator][176 µM] | O=C(NC[C@H]1Cn2c(-c3ccc(Cl)cc3)cnc2CO1)Nc1ccccc1
71%[activator] | CC(C)CNC(=O)C1CC(c2ccccc2F)=NO1 (configuration not stated)
-13% | Cc1cccc(-c2nc3cnccn3c2NCCC(=O)N2CCCCCC2)c1
32%[activator][176 µM] | Cc1cccc2c1nc1n2[C@@H](CNC(=O)c2ccc(F)cc2)COC1
? | CCCC(=O)Nc1nc(-c2c[nH]c3ccccc23)cs1
3% | Cc1ccc(-c2cnn3c(N4CCN(CCO)CC4)cc(C)nc23)cc1

# Shown as labelled records: two of the compounds above.
SMILES: CN(CC(=O)Nc1cccc(F)c1)C(=O)CCc1ncc(-c2ccccc2F)o1
  ALOX12 inh: -1%
SMILES: Cc1ccc(-c2cnn3c(N4CCN(CCO)CC4)cc(C)nc23)cc1
  ALOX12 inh: 3%

# Additional structures:
ALOX12 inh | compound
? | Cc1noc(C)c1-c1nccc(Nc2ccc(F)cc2)n1
6% | O=C1NCCCCCN(Cc2cccc(F)c2)[C@@H]2C[C@@H](C(=O)N3CCc4ccccc4C3)C[C@H]12
31%[activator] | CCCOc1ccc(CN2C[C@@H]3C(=O)N(C)C(=O)[C@@H]3C2)cc1OC
-17% | Cc1ccc(NC(=O)/C(=C/c2ccccc2)c2ccccc2)c(C)c1
8% | Cc1nc2cc(NC(C)C(=O)Nc3ccccc3C#N)ccc2o1 (configuration not stated)
-1% | CC(=O)N1CCN(C(C(=O)O)c2c[nH]c3ccc(Cl)cc23)CC1 (configuration not stated)
-12% | COc1c2ccccc2nn1CCCCCO
15% | COCCN1CC2(CCCN(C(=O)Nc3ccc4c(c3)OCO4)C2)CCC1=O (configuration not stated)
0% | Cc1ccc(CNC(=O)CC2C=CCC2)s1 (configuration not stated)
20% | CCc1ccccc1NC(=O)c1c(OC)cc(=O)n2c1CCCC2
55%[activator] | CN1C(=O)c2cccn2CC1CNC(=O)c1cc(-c2ccccc2)n[nH]1 (configuration not stated)
-18% | COc1ccc(CNc2nc(-c3c(C)noc3C)nc3ccccc23)c(OC)c1
-30% | CC(=O)c1c2ccccc2cc2ccccc12
? | Cc1cccc(Cc2cnc(NC(=O)c3nn(C)c(=O)c4ccccc34)s2)c1
? | CC1(C)CC(=O)C2=C(C1)C(c1ccco1)Nc1ccc3ccccc3c12 (configuration not stated)
25% | Nc1nc(Cl)cc(N2CCC(c3nc(C4CC4)n[nH]3)CC2)n1
? | CC(C)NC(=O)/C(C#N)=C\c1cccc(/C=C(/C#N)C(=O)NC(C)C)c1
7% | CCOc1ccc2c(n1)CCN(C(=O)c1ccc(C(C)C)cc1)C2
8%[176 µM] | CN(c1cc(=O)c2ccnc(-c3cncnc3)c2o1)C1CCOCC1
52% | COc1ccc(C(=O)NC[C@@H]2C=C(C)[C@H](CC(=O)N3CCN(C(C)=O)CC3)C[C@H]2C(C)C)cc1
27% | Cn1nccc1C(=O)NCCc1noc(-c2ccccc2)n1
-24% | O=C(CSc1nnc2ccccn12)N1CCN(Cc2ccccc2)CC1
? | CCCCNc1nc(-c2ccc(OC)c(OC)c2)cs1
17% | O=S(=O)(Nc1cccc2cccnc12)c1cccc(F)c1
? | O=C(NCC(=O)N1CCCCCC1)C1CCCN(S(=O)(=O)c2ccc(Cl)cc2)C1 (configuration not stated)
40µM* | COc1cccc(CN2CCC3(Cc4ccccc4NC3=O)C2)c1 (configuration not stated)
-10%[6.33 µM] | CN1CC(=O)N(C2CCCNCC2)Cc2c(NC3CCC3)ncnc21 (configuration not stated)
17% | CCOC(=O)Cc1ccc(NC(=O)Nc2nnc(N3CCCC3)s2)cc1
-9% | Cn1cc(CN2CCN(Cc3ccccc3)CC2)ccc1=O
3% | CCNC(=O)c1cc(-c2ccc(Cl)cc2)nc2ccccc12

# Shown field by field: part of the list above
CCCCNc1nc(-c2ccc(OC)c(OC)c2)cs1
  ALOX12 inh = ?

O=S(=O)(Nc1cccc2cccnc12)c1cccc(F)c1
  ALOX12 inh = 17%

O=C(NCC(=O)N1CCCCCC1)C1CCCN(S(=O)(=O)c2ccc(Cl)cc2)C1 (configuration not stated)
  ALOX12 inh = ?

COc1cccc(CN2CCC3(Cc4ccccc4NC3=O)C2)c1 (configuration not stated)
  ALOX12 inh = 40µM*

# New compounds follow
ALOX12 inh | compound
50%[activator] | O=C(CN1CCCCC1)Nc1oc2ccccc2c(=O)c1-c1ccccc1
8% | O=C(O)C[C@@H]1CCN(C(=O)Nc2ccccc2)C[C@@H]1CCN1CCC(n2c(=O)[nH]c3ccccc32)CC1
-12% | C#CCN(CC)CC(=O)NCc1cccs1
3% | Cn1cccc1C(=O)N1C[C@@H](NC(=O)Nc2ccc(F)cc2F)C[C@H]1C(=O)N[C@H](Cc1c[nH]c2ccccc12)C(N)=O
61%[activator] | Cc1ncc(CC(=O)N2CCCC(C)(Cc3ccc4c(c3)OCO4)C2)c(=O)[nH]1 (configuration not stated)
40% | CCc1nc(-c2c3n(c(=O)n(Cc4cc(F)cc(F)c4)c2=O)CCCC3)no1
? | COc1ccc(C2=NCCn3c2c2ccc(OC)cc2[n+]3[O-])cc1
? | Cc1c(Cc2ccccc2)c(=O)oc2cc(OS(C)(=O)=O)ccc12
42% | COC(=O)[C@H](C(C)C)N(CCc1cn(Cc2ccc(C)cc2)nn1)S(=O)(=O)c1ccccc1Br
5% | C=CCN1C(=O)c2n[nH]c(C(C)C)c2C1c1ccc(C)cc1 (configuration not stated)
-3% | O=C(COC(=O)C12CC3CC(CC(C3)C1)C2)Nc1ccc2c(c1)OCO2
-2% | O=c1cc(-c2cc3ccccc3o2)c2cc3c(cc2o1)CCC3
? | COCc1cn(CC[C@@H]2CC[C@@H](NC(=O)Nc3ccc4c(c3)OCO4)[C@@H](CO)O2)nn1
33% | O=C(NC1C[C@H]2CC[C@@H](C1)N2C(=O)Cc1cccc(F)c1)c1ccncc1 (some centres not stated)
55%[activator] | O=C(CC1CCOC2(CCN(C3CCN(Cc4ccccc4)CC3)CC2)C1)N1CCCC1 (configuration not stated)
? | COc1ccc(C(=O)N[C@@H]2CCC[C@@H]2C(=O)NCCc2ccc(OC)c(OC)c2)cc1
-17%[57.4 µM] | CCS(=O)(=O)c1cccc(-c2cc(C(=O)NC3CCN(C)CC3)c(C)c3[nH]c4ncc(C)cc4c23)c1
9% | CCc1ccc(C(=O)COc2c(C)cc(Br)cc2Cl)cc1
-14% | O=C(CS(=O)(=O)c1ccc2ccccc2c1)c1ccc(Br)cc1
-6% | CC(c1cccs1)N(C)C(=O)C1CCCC1 (configuration not stated)
49%[activator] | Cn1ncc(N2CCC(CNC(=O)CCN3CCCC3=O)C2)cc1=O (configuration not stated)
0% | CC(=O)c1ccc(C(=O)NCc2nc(-c3ccccc3NC(=O)c3cc(C)oc3C)oc2C)cc1
33%[activator][176 µM] | Cc1cc2c(-c3cccnc3)nc(-c3c(C)noc3C)cc2[nH]1
? | COC(=O)c1c(C)[nH]c(C(=O)C(C)OC(=O)c2ccc(O)cc2)c1C (configuration not stated)
5% | O=C(CSc1ncnc2nc[nH]c12)Nc1ccc(F)cc1F

# An excerpt of the results above, as a working copy:
ALOX12 inh | compound
50%[activator] | O=C(CN1CCCCC1)Nc1oc2ccccc2c(=O)c1-c1ccccc1
8% | O=C(O)C[C@@H]1CCN(C(=O)Nc2ccccc2)C[C@@H]1CCN1CCC(n2c(=O)[nH]c3ccccc32)CC1
-12% | C#CCN(CC)CC(=O)NCc1cccs1
3% | Cn1cccc1C(=O)N1C[C@@H](NC(=O)Nc2ccc(F)cc2F)C[C@H]1C(=O)N[C@H](Cc1c[nH]c2ccccc12)C(N)=O
61%[activator] | Cc1ncc(CC(=O)N2CCCC(C)(Cc3ccc4c(c3)OCO4)C2)c(=O)[nH]1 (configuration not stated)
40% | CCc1nc(-c2c3n(c(=O)n(Cc4cc(F)cc(F)c4)c2=O)CCCC3)no1

# The list is partial; the hit share may differ from the screen's.
